MITF inh = human MITF inhibition, primary screen. AlphaScreen MITF homodimerization, bead proximity signal. hit rate 0.91% among 650,000. inhibition, % at 2.6 µM; in the data active = inhibition above about 50%;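 note: 0% = vehicle wells with protein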
FBW7 activator = activators of human E3 ligase FBW7; AlphaScreen FBW7–phospho-cyclin E peptide binding, activator screen; hit rate 0.13% among 650,000; normalized activity (activation), % at 26.1 µM; Q969H0; AID 1259310; in the data active = normalized activity above about 1.9%;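 note: purified mutant Fbw7 with reduced substrate affinity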
Target sequence (Q969H0 whole entry, looked up): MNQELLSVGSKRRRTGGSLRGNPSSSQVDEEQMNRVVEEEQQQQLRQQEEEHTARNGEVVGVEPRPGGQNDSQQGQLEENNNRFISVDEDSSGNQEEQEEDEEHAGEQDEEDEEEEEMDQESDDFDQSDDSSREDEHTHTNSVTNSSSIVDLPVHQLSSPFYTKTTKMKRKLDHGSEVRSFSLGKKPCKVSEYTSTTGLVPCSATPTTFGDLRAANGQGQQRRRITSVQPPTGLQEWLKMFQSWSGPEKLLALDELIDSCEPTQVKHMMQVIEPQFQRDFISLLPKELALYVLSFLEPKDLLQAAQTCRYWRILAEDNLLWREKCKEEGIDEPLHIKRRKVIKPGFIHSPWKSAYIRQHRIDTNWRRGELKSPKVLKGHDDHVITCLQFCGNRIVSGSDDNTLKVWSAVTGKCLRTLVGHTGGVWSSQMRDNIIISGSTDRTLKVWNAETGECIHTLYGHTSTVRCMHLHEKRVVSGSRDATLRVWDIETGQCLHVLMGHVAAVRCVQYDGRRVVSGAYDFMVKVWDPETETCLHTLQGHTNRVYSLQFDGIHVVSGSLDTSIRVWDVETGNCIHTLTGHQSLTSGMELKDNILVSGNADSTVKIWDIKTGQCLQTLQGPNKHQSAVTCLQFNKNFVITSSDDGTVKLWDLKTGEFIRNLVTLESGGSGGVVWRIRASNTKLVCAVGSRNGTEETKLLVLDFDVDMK
TEAD-YAP inh = TEAD-YAP interaction inhibition; hit rate 1.4% among 640,000; HEK-TIYL cells, TEAD-Gal4/YAP UAS-luciferase luminescence; inhibition, % at 9.12 µM; AID 1259422; in the data active = inhibition above about 32%;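 note: 0% = median of test compound wells and 100% = reference inhibitor wells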
GPR151 activ = human GPR151 activation; PathHunter beta-arrestin GPR151 cells, luminescence; hit rate 1% among 650,000; activation, % at 11.2 µM; in the data active = activation above about 4.9%;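 note: 0% = median of compound wells and 100% = cells with positive control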
Target sequence (Q8TDV0 whole entry, looked up): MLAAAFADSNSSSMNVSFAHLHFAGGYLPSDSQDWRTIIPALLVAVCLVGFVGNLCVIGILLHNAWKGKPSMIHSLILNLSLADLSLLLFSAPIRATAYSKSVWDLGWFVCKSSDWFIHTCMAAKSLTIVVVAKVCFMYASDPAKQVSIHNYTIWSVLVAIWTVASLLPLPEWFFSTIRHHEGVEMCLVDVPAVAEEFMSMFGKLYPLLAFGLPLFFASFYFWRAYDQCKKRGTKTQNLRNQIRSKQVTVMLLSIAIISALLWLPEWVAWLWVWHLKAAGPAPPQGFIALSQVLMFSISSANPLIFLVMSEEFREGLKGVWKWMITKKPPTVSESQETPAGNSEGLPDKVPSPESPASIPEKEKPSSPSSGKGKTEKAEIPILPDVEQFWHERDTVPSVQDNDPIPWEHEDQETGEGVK
The depositor's hits bear a star; . = not tested or not shown.

SMILES | MITF inh | FBW7 activator | TEAD-YAP inh | GPR151 activ
CSc1ncccc1C(=O)Nc1cc(Cl)ccc1O | 7.7 | 0.3 | -9.8 | -1.7
Cc1ccccc1NC(=O)N1CCC(O)(c2ccc3c(c2)OCO3)CC1 | 1.9 | -0.2 | 2.6 | 1.2
CC(=O)c1cccc(NC(=O)CCCSc2nc3ccccc3s2)c1 | -1.0 | 0.1 | -5.8 | -3.7
Cc1ccc(C2=N/C(=C\c3coc4ccc(Cl)cc4c3=O)C(=O)O2)cc1C | 2.5 | -0.1 | 16.0 | 0.5
CCc1ccc(OCC(=O)NCc2ccc(F)cc2)cc1 | -0.9 | 0.3 | 9.7 | -0.9
Cn1nnc2c(N3CCN(c4nccc5c4nnn5C)CC3)nccc21 | -3.0 | -0.2 | -1.6 | -0.5
CC(=O)c1cccc(NC(=O)CSCc2cccc(Br)c2)c1 | 21.1 | 0.4 | 4.2 | -0.2
CC1(C)CC(=O)C2=C(C1)N(Cc1ccco1)C(=O)NC2(C(F)(F)F)C(F)(F)F | 9.5 | 0.1 | -6.4 | -0.7
CCOC(=O)C1(CCCc2ccccc2)CCN(C(=O)Cc2csc(C)n2)CC1 | 1.2 | 0.0 | -7.8 | 4.3
O=C(Nc1cc(Cl)ccc1O)c1cnn2c1NC(c1cccs1)CC2C(F)(F)F (configuration not stated) | -0.9 | 0.0 | -0.4 | -2.1
COc1ccc(NC(=O)CSc2nc(C)nc3sc(C)c(C)c23)cc1 | -16.2 | 0.0 | 0.1 | -0.1
COCCCn1c(C)cc(C(=O)CSc2nc3ccccc3n2C)c1C | -1.1 | -0.2 | -6.4 | 0.3
CC(C)NC(=O)C1CCN(C2CCN(C(=O)c3ccc4cccc(F)c4n3)CC2)CC1 | -1.6 | -0.1 | 12.7 | 1.4
Cc1ccccc1NC(=O)c1ccc(F)c(S(=O)(=O)N2CCCCC2)c1 | 3.8 | -0.1 | 3.2 | -0.9
Cc1ccccc1NC(=O)CN1C(=O)C(C)(C)Oc2ccc(C(=O)NC3CC3)cc21 | 1.4 | 0.0 | 5.6 | 1.3
CCn1nc(CCC(=O)O)c2ccccc2c1=O | -9.4 | 0.0 | 1.6 | -0.7
N#Cc1ccc(OCc2nnc3n2CCC3)cc1 | -21.2 | 0.4 | 7.5 | 1.8
CCOC(=O)C1(CC2CCCCO2)CCN(S(=O)(=O)N(C)C)CC1 (configuration not stated) | 15.1 | -0.2 | -5.0 | 1.6
Cc1ccc(S(=O)(=O)c2nnn(CC(=O)Nc3c(C)cccc3C)c2N)cc1C | 18.1 | 0.2 | -3.3 | 0.1
Cc1cccc(/C(C#N)=C\c2ccc3c(c2)OCO3)c1 | -21.5 | 0.0 | 17.6 | -1.1
O=C(NCCN1CCOCC1)c1cc2c(=O)oc3ccccc3c2s1 | -1.4 | 0.1 | -5.3 | -0.3
COc1ccc(Cn2c(C)nc3cc(Cl)c(N)cc3c2=O)cc1 | 19.1 | 0.3 | -69.8 | -1.4
CCN(CC)c1ccc(C2C3=C(CCCC3=O)Nc3nc(SC)[nH]c(=O)c32)cc1 (configuration not stated) | -7.4 | 0.2 | -3.8 | 2.1
CCN(CC1COc2ccccc2O1)S(=O)(=O)c1ccc(C)cc1 (configuration not stated) | 11.5 | 0.0 | -4.2 | -1.4
O=C(O)CCCNC(=O)CNc1c2ccccc2nc2ccccc12 | -11.7 | 0.1 | 7.2 | 0.5
COc1cccc(C(=O)Nn2c(=S)[nH]c3ccccc3c2=O)c1 | -13.6 | 0.1 | 40.1* | -0.1
CCOC(=O)C1=C(C)N=c2s/c(=C\c3ccc(C)o3)c(=O)n2C1c1ccccc1 (configuration not stated) | -2.5 | 0.2 | 1.5 | 0.8
O=C1C(c2ccccc2)C(c2cccnc2)NC(c2cccnc2)C1c1ccccc1 (configuration not stated) | 3.6 | -0.1 | -7.4 | 0.5
CCOC(=O)c1c(NC(=O)c2c(F)cccc2F)sc2c1CCN(CC)C2 | -5.6 | -0.1 | 12.3 | 0.6
CC(=O)Nc1ccc(NC(=O)c2ccc([N+](=O)[O-])cc2)cc1C | -1.6 | -0.1 | -19.9 | -0.3
CCN(CC)C(=O)Cn1c(=O)n(CCCC(=O)NCc2ccco2)c(=O)c2sccc21 | -6.4 | -0.1 | -4.9 | 0.2
Cc1nc(N2CCCCC2)c2c(C)c(C(=O)N3CCC(Cc4ccccc4)CC3)sc2n1 | 2.0 | 0.0 | -1.1 | -0.1
O=C(COC(=O)c1cc(NS(=O)(=O)c2cccs2)ccc1O)Nc1ccccc1 | 4.2 | 0.0 | -5.8 | -1.6
COc1ccc(-c2nnc3c4nnn(Cc5ccccc5Cl)c4ncn23)cc1 | 8.0 | 0.0 | -0.5 | -0.2
N#CC1=C(N)N(c2ccccc2)C2=C(C(=O)CCC2)C1c1cccnc1 (configuration not stated) | 13.1 | 0.0 | -5.7 | -0.3
O=C(Nc1cccc(Br)c1)C1CC1 | 4.0 | -0.1 | 5.9 | -0.8
CCOC(=O)c1sc(C(=O)OCC)c2c1OCCO2 | 12.3 | -0.1 | 0.7 | -1.1
O=C1C=C(Nc2ccc(Cl)cc2)CC(c2ccccc2)C1 (configuration not stated) | 12.0 | 0.1 | 32.8* | -0.4
CCCCNC(=O)CSc1nnc(Cc2ccccc2)n1CC1CCCO1 (configuration not stated) | 6.4 | 0.0 | -5.2 | -1.1
Cc1nc(C(C)N(C)C(=O)Cn2cc(NC(=O)CCOc3ccccc3)cn2)c(C)s1 (configuration not stated) | -7.5 | 0.0 | 3.8 | 1.3
O=C(Cn1ncc2c(=O)oc3ccccc3c21)N1CCN(c2ccc(F)cc2)CC1 | 1.1 | -0.1 | -3.4 | 1.9
CC1=C(OC(=O)C(C)(C)C)C(C)(C)C(c2ccccc2)OC1=O (configuration not stated) | -7.3 | -0.2 | 0.2 | 1.2
CCCn1c(=NC(=O)c2ccccc2Cl)c(C(=O)OCC)cc2c(=O)n3ccccc3nc21 | -0.3 | 0.8 | 12.3 | 0.7
O=[N+]([O-])c1ccc(S(=O)(=O)N2CCSC2c2ccc3c4c(cccc24)CC3)cc1 (configuration not stated) | 5.9 | 0.1 | 6.5 | -0.4
COc1ccccc1-n1c(SCC#N)nc2c(sc(=S)n2-c2ccc(C)cc2C)c1=O | -7.6 | 0.0 | 0.2 | 1.5
CCN(CC(=O)NC(C)C)C(=O)C12CC3CC(CC(Cl)(C3)C1)C2 | 4.3 | -0.1 | 7.9 | 0.9
O=C(Nc1ccc(Nc2cc(-n3cccn3)ncn2)cc1)c1ccccc1Cl | -3.0 | 0.0 | -3.8 | 2.3
O=C(NC(=S)Nn1cnnc1)c1ccc(Cl)c(S(=O)(=O)N2CCCCCC2)c1 | -5.1 | -0.1 | 6.8 | 0.0
COC(=O)c1c(NC(=O)COc2ccccc2)sc2c1C(C(=O)OC)CC2 (configuration not stated) | 3.4 | 0.1 | 2.7 | 0.5
Cc1nn(C)cc1CNC(=O)CCC(=O)O | 0.7 | 0.0 | 10.0 | 1.9
Later entries.
SMILES | MITF inh | FBW7 activator | TEAD-YAP inh | GPR151 activ
O=C(NCc1cccc2ccccc12)Nc1ccc(CC(=O)N2CCCC2)cc1 | 1.1 | 0.0 | -0.3 | 0.2
O=C(COc1coc(CN2CCN(c3ccc(F)cc3)CC2)cc1=O)N1CCCCCC1 | -5.8 | 0.1 | 8.5 | -0.6
O=C(Cc1ccccc1F)N1CCC[C@@H]1Cn1nc(-c2cccs2)ccc1=O | -4.6 | 0.0 | 4.1 | 0.2
COCCOC(=O)C1=C(C)NC(=O)NC1c1ccccc1Br (configuration not stated) | 8.9 | 0.0 | -1.1 | -1.3
COC(=O)c1ccc(NC(=O)CSc2ncn[nH]2)cc1 | 5.9 | 2.4* | -8.8 | -4.1
O=C(O)COc1ccc(OCCNC[C@@H](O)COc2ccccc2)cc1 | 9.5 | 0.2 | . | -0.6
CCC1(C)Cc2ccccc2C(=O)N1 (configuration not stated) | 4.2 | 0.0 | -10.1 | 1.7
O=C(O)c1ccc(CNCc2cccc3ccccc23)cc1 | -3.4 | 0.1 | 9.6 | 2.4
CCCCN1C(=O)c2ccc(C(=O)OC3CCCCC3=O)cc2C1=O (configuration not stated) | 9.0 | 0.0 | 10.0 | -0.9
O=C(NNc1ccccc1)C(=O)NNS(=O)(=O)c1ccc(F)cc1 | 20.6 | 1.3 | 11.9 | -1.0
COc1ccc(OC)c(NC(=O)N2CCOc3ccc(C)cc32)c1 | 3.2 | 0.0 | 2.1 | 0.1
Nc1cccc(-c2nc(C(=O)NC3CCN(Cc4ccccc4)CC3)cs2)c1 | 0.9 | -0.2 | -9.6 | 0.5
Cc1ccc(CNC(=O)c2cccc(C(=O)NCc3ccc(C)cc3)c2)cc1 | 15.5 | -0.1 | 0.9 | -1.4
CCOC(=O)C1=C(N)n2c(s/c(=C\c3ccncc3)c2=O)=C(C#N)C1c1ccncc1 (configuration not stated) | 2.0 | -0.1 | 1.2 | 1.9
COc1ccc(CNC(=O)c2cc3c(=O)n(C)c4ccccc4c3n2C)c(OC)c1 | 7.4 | 0.1 | -8.5 | -0.6
Cc1ccc(C2CC(c3cccs3)=NN2C(=O)CSc2nnc(CNC(=O)Cc3ccccc3)n2-c2cccc(C)c2)cc1 (configuration not stated) | 8.0 | 0.0 | -3.7 | -0.9
COC(=O)C1=C(C)NC2=C(C(=O)CC(C)(C)C2)C1c1cc(OC)ccc1OC (configuration not stated) | 0.2 | -0.1 | 0.6 | 0.5
COc1ccc(OCC(=O)N(Cc2nc(-c3ccccc3)no2)C(C)C)cc1 | -2.2 | -0.2 | 4.6 | -1.0
N#Cc1ccccc1OCC(=O)OCC(=O)c1ccc[nH]1 | -0.5 | 0.1 | 1.5 | -0.2
C[C@H]1NC(=O)[C@H]2CN(C(=O)c3ccccc3)CCN2C1=O | 14.1 | 0.0 | -0.6 | 1.7
COc1ccc(C2CCN(C(=O)Nc3ccccc3Cl)C2)cc1 (configuration not stated) | 4.8 | 0.3 | -40.9 | -0.5
COc1ccc(C(=O)N2CCN3C(=O)[C@@H]4C[C@@H](O)CN4C(=O)[C@H]3C2)cc1 | 9.0 | 0.2 | 4.5 | 0.1
CCC(C)NC(=O)CSc1nnc(-c2ccc(OC)cc2)o1 (configuration not stated) | -4.2 | -0.1 | -4.6 | -0.9
Cc1ccc2nc(-c3cccc(NC(=O)c4oc5ccccc5c4C)c3)oc2c1 | 1.8 | 0.0 | -1.4 | 0.2
COc1ccc(C(=O)c2oc3cc(NC(=O)C4CC4)ccc3c2C)cc1 | 5.5 | 0.9 | -1.3 | -2.1
CCc1nnc(/N=C/c2cc(-c3ccccc3)sc2O)s1 | 5.3 | -0.2 | -14.7 | 2.2
N#CC1=C(N)Oc2n[nH]c(-c3ccccc3)c2C1c1cccs1 (configuration not stated) | 8.3 | -0.5 | 3.3 | -1.1
CC1CCc2c(sc3nc(C4CC4)nc(SCC(N)=O)c23)C1 (configuration not stated) | -1.0 | 0.0 | 31.6 | 4.0
CCOc1ccc(/C=N/n2c(C)nc3ccccc3c2=O)cc1 | -4.5 | 0.1 | 0.4 | -0.5
O=S(=O)(NCCc1ccc2c(c1)OCO2)c1cccc(S(=O)(=O)N2CCCC2)c1 | 7.3 | -0.1 | -2.6 | -0.6
CCOc1cccc(OCCOCCN2CCOCC2)c1 | 17.0 | 0.0 | 7.9 | -0.3
O=C(Nc1cccc([N+](=O)[O-])c1)/C(=C\c1ccc2c(c1)OCO2)NC(=O)c1ccccc1Cl | -1.7 | -0.1 | -1.5 | 1.0
Cc1cccc(Nc2nc3c(c(=O)n(C)c(=O)n3C)n2CC(O)CO)c1 (configuration not stated) | -8.6 | 0.2 | -1.6 | 2.4
COCCNP1(=O)C=C(c2ccccc2)SC(c2ccccc2)=C1 | 5.2 | 0.2 | -7.6 | 0.5
COc1ccc2c(c1)CC/C(=C/c1ccncc1)C2=O | -5.8 | -0.2 | 3.9 | -0.3
C=CCNC(=O)Cn1nnc(-c2ccc(-c3ccc(OC)cc3)cc2)n1 | -0.6 | -0.2 | -40.5 | 0.4
COc1cccc(CNC(=O)Nc2ccc(-c3cn[nH]c3)cc2NCCN(C)C)c1 | 17.0 | 0.5 | 8.2 | 2.6
COc1ccc(-c2cncc(-c3ccc4[nH]ccc4c3)n2)cc1 | 0.5 | 0.4 | -0.5 | 0.8
CSc1ccc(C2C(C(=O)Nc3ccccc3)C(C)Nc3ncnn32)cc1 (configuration not stated) | 19.2 | 0.3 | -16.3 | -1.1
Cc1ccc(CNC(=O)C2CCN(C(=O)Nc3ccccc3)CC2)cc1 | -16.1 | 0.2 | 0.0 | 0.1
CCOC(=O)c1c(NC(=O)/C=C/c2ccc(OC)c(OC)c2)sc2c1CCCC2 | -15.7 | -0.2 | 1.5 | -0.1

2 of the compounds above, as tab-separated lines.
canonical_smiles	MITF inh	FBW7 activator	TEAD-YAP inh	GPR151 activ
C=CCNC(=O)Cn1nnc(-c2ccc(-c3ccc(OC)cc3)cc2)n1	-0.6	-0.2	-40.5	0.4
COc1cccc(CNC(=O)Nc2ccc(-c3cn[nH]c3)cc2NCCN(C)C)c1	17.0	0.5	8.2	2.6

Taken from above:
`COc1cccc(CNC(=O)Nc2ccc(-c3cn[nH]c3)cc2NCCN(C)C)c1` – GPR151 activ: 2.6
`COc1ccc(-c2cncc(-c3ccc4[nH]ccc4c3)n2)cc1` – MITF inh: 0.5
`Cc1ccc(CNC(=O)C2CCN(C(=O)Nc3ccccc3)CC2)cc1` – TEAD-YAP inh: 0.0
`CCOc1cccc(OCCOCCN2CCOCC2)c1` – FBW7 activator: 0.0
`CCOC(=O)c1c(NC(=O)/C=C/c2ccc(OC)c(OC)c2)sc2c1CCCC2` – GPR151 activ: -0.1
`COc1ccc2c(c1)CC/C(=C/c1ccncc1)C2=O` – MITF inh: -5.8
